Bioassay records (PubChem BioAssay)
aGal spleen mod: alpha-galactosidase A (human) modulation; human spleen homogenate, 4MU-alpha-Gal fluorescence, 40 min; Potency, µM (doses to about 80 µM), for the others: top-dose activity change, negative = inhibition, most hits filed as inhibitors; actives 0.008% (n = 240,000);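 further: potency means the concentration at half of the fitted maximal effect; 0% = enzyme with vehicle and -100% = no enzyme basal signal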
Target sequence (P06280 32-429 limits assumed): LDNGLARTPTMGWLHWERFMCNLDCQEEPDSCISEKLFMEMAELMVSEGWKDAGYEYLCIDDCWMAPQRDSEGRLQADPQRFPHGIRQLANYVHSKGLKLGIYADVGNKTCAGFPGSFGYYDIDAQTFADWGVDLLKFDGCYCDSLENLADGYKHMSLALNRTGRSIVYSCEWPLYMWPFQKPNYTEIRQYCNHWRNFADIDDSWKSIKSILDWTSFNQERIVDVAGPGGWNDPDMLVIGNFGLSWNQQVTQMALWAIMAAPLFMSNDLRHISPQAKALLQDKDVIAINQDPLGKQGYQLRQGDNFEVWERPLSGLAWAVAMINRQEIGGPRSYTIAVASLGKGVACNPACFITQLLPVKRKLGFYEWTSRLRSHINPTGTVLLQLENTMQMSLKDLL
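Spleen homogenate 1 ug + cpd (titration) + 4-MU-alpha-D-galactopyranoside 1 mM; 37C 40 min; 50 mM citrate/phosphate pH 5.0, 0.01% Tween-20; stop pH 10; fluorescence 365/440; AC50 via Hill.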
Tau fluor cs: counter-screen for tau fibril formation inhibitors; tau K18 P301L (four-repeat tau fragment) Alexa594 fluorescence, heparin fibrillization; Potency, µM (top dose mostly 57.7 µM), for inactives: at the highest dose activity change, negative = decrease; actives 0.93% (n = 280,000); further: potency means the concentration at half of the fitted maximal effect; on the % scale 0 is the no-effect control and ±100 the full control effect; nearly all actives have a fitted effect of over 55% in size
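Human K18 P301L tau (15 uM unlabeled plus 0.24 uM Alexa 594-labeled, final) in 100 mM sodium acetate pH 7 was mixed with compound and 20 uM heparin and incubated 6 hr at 37 C.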
NPSR antag: blocks cAMP signaling of the human neuropeptide S receptor; CHO-NPSR cells, cAMP TR-FRET, antagonist mode; Q6W5P4; actives 1% (n = 220,000); Potency, µM (doses to about 38.3 µM), without a hit: at the highest dose activity change, negative = inhibition, hits mostly inhibitors; further: potency means the concentration at half of the fitted maximal effect; on the % scale 0 is the no-effect control and ±100 the full control effect; nearly all actives have a fitted effect of over 50% in size; many of its hits are not listed in these tables
TRb-SRC2 inh: disrupts binding of human TR beta to SRC2; P10828; TRbeta-SRC2 peptide binding, fluorescence polarization; receptor liganded with 1 µM T3; Potency, µM (highest dose often 106 µM), without a hit: at the top dose activity change, negative = inhibition, usual class: inhibitors; actives 0.065% (n = 280,000);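 further: potency means the concentration at half of the fitted maximal effect; plate controls were bound peptide for no effect and peptide without receptor for full effect; nearly all actives have a fitted effect of over 50% in size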
Target sequence (P10828 whole entry, looked up): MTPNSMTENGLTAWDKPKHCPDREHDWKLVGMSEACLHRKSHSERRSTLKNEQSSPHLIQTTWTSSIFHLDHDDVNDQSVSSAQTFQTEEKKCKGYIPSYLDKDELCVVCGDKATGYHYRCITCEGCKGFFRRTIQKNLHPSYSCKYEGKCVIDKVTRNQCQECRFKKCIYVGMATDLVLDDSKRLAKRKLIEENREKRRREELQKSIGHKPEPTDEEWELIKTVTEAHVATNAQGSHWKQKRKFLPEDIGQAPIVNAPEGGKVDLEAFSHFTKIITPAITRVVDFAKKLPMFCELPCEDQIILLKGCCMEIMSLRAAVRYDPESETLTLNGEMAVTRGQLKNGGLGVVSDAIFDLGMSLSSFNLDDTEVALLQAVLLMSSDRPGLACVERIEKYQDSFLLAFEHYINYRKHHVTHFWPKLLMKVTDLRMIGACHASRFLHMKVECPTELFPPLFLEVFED
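Assay buffer: 20 mM Tris-HCl, 100 mM NaCl, 10% glycerol, 1 mM EDTA, 0.01% NP-40, 1 mM DTT, 1 uM T3, 5% DMSO; TRb LBD 0.6 uM, Texas Red SRC2 20 nM; FP after 5 hr.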
Epigenetic derep: epigenetic control regulation, reporter derepression | murine LDR cells, GFP reporter derepression, 30 h | actives 0.2% (n = 280,000) | Potency, µM (titrated, usually from 53.9 µM), for inactives: at the highest dose GFP activation, actives largely listed as activators; further: potency means the concentration at half of the fitted maximal effect; % of control where 0% means no effect; nearly all actives have a fitted effect of over 60% in size
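Murine LDR cells bearing a silenced CMV-driven GFP reporter were exposed to compound for 30 h at 37 C. After PBS washes, GFP-positive cells (20-120 um objects) counted by laser-scanning microplate cytometry.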
TR SRC2 fluor cs: alters Texas Red total fluorescence, flagging assay interference; TRb/SRC2 Texas Red total fluorescence interference; Potency, µM (titrated, usually from 106 µM), without a hit: at the highest dose fluorescence change, negative = quenching; actives 0.29% (n = 280,000); AID 1479; active means well fitted curve in either direction with a large enough effect; inconclusive means small, poorly fitted or top-dose-only effect; further: potency means the concentration at half of the fitted maximal effect; on the % scale 0 is the no-effect control and ±100 the full control effect
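Human TRb ligand-binding domain at 0.6 uM with 20 nM Texas Red SRC2 peptide in Tris buffer containing 1 uM T3 and 5% DMSO, incubated with compound 5 h at ambient temperature. Total fluorescence (555/632 nm) calculated as parallel + 2 × perpendicular.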
CBFb RUNX1 block: inhibitors of human CBF-beta and RUNX1 interaction; AlphaScreen CBFb-His/RUNX1-biotin binding, biochemical; Potency, µM (top dose mostly 59.8 µM), for the others: at the top dose activity, negative = inhibition, hits mostly inhibitors; Q01196+Q13951; AID 1477; 230,000 tested, under 10 active; further: % of control where 0% means no effect
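AlphaScreen proximity signal reports loss of binding between His-tagged CBF-beta and biotin-labelled RUNX1, each at 30 nM. Proteins are pre-associated for 20 minutes, compounds added for 15 minutes, then beads for 90 minutes, all at ambient temperature.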
Tau fibril FP: blocks human tau fibril formation measured by polarization. P10636. K18 P301L tau heparin fibrillization, Alexa594 FP, 6 h. Potency, µM (series often up to 57.7 µM), without a hit: at the top dose activity, negative = inhibition, most hits filed as inhibitors. actives 0.39% (n = 280,000). AID 1468; further: potency means the concentration at half of the fitted maximal effect; on the % scale 0 is the no-effect control and ±100 the full control effect; nearly all actives have a fitted effect of over 55% in size
Target sequence (P10636 561-689 P618L limits assumed): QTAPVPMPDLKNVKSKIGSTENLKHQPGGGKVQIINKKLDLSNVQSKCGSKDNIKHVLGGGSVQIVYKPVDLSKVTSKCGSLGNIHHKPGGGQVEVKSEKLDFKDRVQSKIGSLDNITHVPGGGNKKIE
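Compound effects on tau fibrillization are measured by Alexa 594 fluorescence polarization (ex 555, em 632 nm). K18 P301L tau is used at 15 uM with 0.24 uM labeled tracer, and 20 uM heparin induces aggregation over 6 hr at 37 C.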
* marks the source's active call; other numbers are inactive results; ? = inconclusive; . = no result given; [ ] = dose if it differs, or a comment. Unless noted, the call rests on the fitted dose curve; in most records, active means well fitted curve in the direction sought with a large enough effect; inconclusive means small, poorly fitted or top-dose-only effect, or another doubt; inactive means no such curve, though single readings can be large; an effect the other way counts as inactive or inconclusive. Some of the compounds tested (hit frequency here may not be typical).

SMILES | aGal spleen mod | Tau fluor cs | NPSR antag | TRb-SRC2 inh | Epigenetic derep | TR SRC2 fluor cs | CBFb RUNX1 block | Tau fibril FP
CN1CCc2c(sc3c2C(=O)NC(c2ccc(OC(=O)c4ccc(Cl)cc4)cc2)N3)C1 (stereo unspecified) | . | -12% | . | -4% | 1.6% | -3% | . | -4%
COc1ccc(CNCc2c(C(=O)O)n(Cc3ccc(F)cc3)c3cc(C)ccc23)cc1OC | . | -8% | . | -4% | -0.1% | 0% | . | 6%
CC(C)(C)C(=O)Nc1cccc(-c2nc3ccccc3[nH]2)c1 | -8% | -6% | -15%[46.1 µM] | 3% | 0.1% | 0% | -3% | 8%
COc1cccc(OCCn2c(C)c(/C=N/n3cnnc3)c3ccccc32)c1 | 2% | -8% | ? | 2% | -0.8% | 1% | 4% | 0%
COc1ccc(C(=O)Nc2cc(-c3nn4c(C)nnc4s3)ccc2C)cc1 | 8% | -13% | 0%[46.1 µM] | 3% | 1.0% | 1% | -4% | -1%
CC(=O)Nc1sc2c(c1C(c1ccccc1Cl)N1CCN(CCO)CC1)CCCC2 (stereo unspecified) | -2% | -11% | -58% | -3% | -2.7% | -4% | -15% | -1%
COc1ccc2cc(-c3[nH]ncc3CNCCn3nc(C)cc3C)ccc2c1 | 1% | -9% | 10% | 3% | 0.5% | -1% | 0% | -5%
Cc1cc2c(c(SCC(=O)NCCc3ccccc3)n1)C(=O)OC2 | 3% | -10% | -4%[46.1 µM] | -14% | -0.9% | -1% | -2% | -5%
COC(=O)c1ccccc1NS(=O)(=O)c1ccc(F)cc1 | -4% | 6% | -4%[46.1 µM] | 3% | 0.8% | -2% | -5% | 13%
COCCCN1C(=O)C(O)=C(C(C)=O)C1c1cccc(F)c1 (stereo unspecified) | 4% | 1% | -1%[46.1 µM] | 3% | -2.7% | 2% | -4% | -3%
COc1cc(/C=C/C(=O)N2CCN(C)CC2)cc(S(=O)(=O)N2CCc3ccccc32)c1OC | 9% | 7% | 2% | 7% | -2.6% | -2% | -1% | 2%
CC/C(Cc1ccccc1)=N/NC(=O)c1cccc(Br)c1 | -1% | -5% | -6% | 2% | -0.9% | -4% | 15% | -1%
O=C(c1ccc(Cl)cc1)N1C2C=CC(C2)C1(C(F)(F)F)C(F)(F)F (stereo unspecified) | -7% | -16% | -3% | -6% | 3.1% | -6% | 4% | 0%
CC(NC(=O)c1ccc(N2CCNCC2)c([N+](=O)[O-])c1)C12CC3CC(CC(C3)C1)C2 (stereo unspecified) | 5% | -11% | -33% | 6% | 2.1% | -4% | 6% | 11%
CC(=O)/C=C(\C)Nc1ccc(-c2cnc(-c3ccccc3)o2)cc1 | 7% | ? | 10%[7.67 µM] | -13% | 0.6% | 2% | -9% | 7%
N#Cc1cccc(NC(=O)NCCc2c[nH]c3ccccc23)c1 | -4% | ? | 6% | 4% | 13% | -1% | 2%[2.36 µM] | 7%
CCOC(=O)N1CCN(S(=O)(=O)c2ccc(OCC)c(C)c2)CC1 | -3% | 0% | -3%[46.1 µM] | -1% | 0.0% | 1% | 0% | 7%
O=C(Nc1ccc2c(c1)OCCO2)c1ccccc1F | 9% | 6% | -13%[46.1 µM] | -9% | 3.8% | 1% | -5% | -2%
Cc1cc2c(NS(=O)(=O)c3ccc(F)cc3)cccc2nn1 | -1% | -5% | -21% | -6% | 0.1% | -2% | 3% | 2%
Cn1c(C(=O)N2CCC(C(=O)N3CCOCC3)CC2)cc2sccc21 | 0% | 12% | -12%[46.1 µM] | -14% | -0.8% | 0% | 7% | -1%
CCn1c(CCCCc2n[nH]c(=S)n2CC)n[nH]c1=S | -1% | 5% | 19% | -3% | -1.4% | -1% | 3% | 0%
C#CCNC(=O)C1=C[C@@H](c2coc3ccccc3c2=O)[C@H](CCCO)[C@@H](OCC)O1 | -3% | 4% | -13% | 1% | -3.4% | -1% | 8% | 7%
COCCCNS(=O)(=O)c1ccc(Oc2ncc(C(F)(F)F)cc2Cl)cc1 | -1% | -18% | 3%[46.1 µM] | -7% | -1.8% | -4% | -1% | 6%
O=C(c1cccc(S(=O)(=O)N2CCOCC2)c1)N1CCN(Cc2ccc3c(c2)OCO3)CC1 | -2% | -4% | -6% | -2% | -1.5% | 0% | 6% | -3%
O=S(=O)(/N=C(/Nc1ccccn1)c1ccccc1)c1ccccc1 | 2% | -2% | -10%[46.1 µM] | 3% | 0.0% | -1% | -1% | 0%

Structures from the list above that have a CF3 group:
SMILES | aGal spleen mod | Tau fluor cs | NPSR antag | TRb-SRC2 inh | Epigenetic derep | TR SRC2 fluor cs | CBFb RUNX1 block | Tau fibril FP
O=C(c1ccc(Cl)cc1)N1C2C=CC(C2)C1(C(F)(F)F)C(F)(F)F (stereo unspecified) | -7% | -16% | -3% | -6% | 3.1% | -6% | 4% | 0%
COCCCNS(=O)(=O)c1ccc(Oc2ncc(C(F)(F)F)cc2Cl)cc1 | -1% | -18% | 3%[46.1 µM] | -7% | -1.8% | -4% | -1% | 6%

The listing continues:
SMILES | aGal spleen mod | Tau fluor cs | NPSR antag | TRb-SRC2 inh | Epigenetic derep | TR SRC2 fluor cs | CBFb RUNX1 block | Tau fibril FP
COC(=O)c1ccccc1-c1ccc(/C=C2\C(=O)N(c3ccccc3)N=C2c2ccccc2)o1 | -7% | ? | 5%[46.1 µM] | -2% | -1.1% | -1% | -14% | -4%
CCc1nc(SCC(=O)OC(C)C)c2ccccc2n1 | 4% | -3% | -50% | 1% | 1.7% | -4% | 1% | 0%
COc1ccc(CNC(=O)C2CCCN2S(=O)(=O)c2ccc(C)cc2)cc1 (stereo unspecified) | 10% | 2% | -2%[46.1 µM] | -6% | -1.1% | -3% | -6% | 0%
Cc1ccc(-n2ncc3c(NCCCOC(C)C)ncnc32)c(C)c1 | 17% | ? | -27%[46.1 µM] | -1% | -1.1% | -3% | 12% | ?
CCn1nc(C)c(/C=N/NC(=O)c2c[nH]c3ccccc23)c1C | -2% | -7% | -9% | -1% | 1.0% | -5% | -3% | 3%
CCC(c1nnnn1Cc1ccc(OC)cc1)N(CCCO)Cc1cc2cc3c(cc2[nH]c1=O)OCO3 (stereo unspecified) | 5% | -10% | -9%[46.1 µM] | -3% | -1.0% | -2% | 2% | 0%
CCn1nnnc1SCC(=O)Nc1cccc(C)n1 | -10% | -7% | -6%[46.1 µM] | 0% | -0.9% | -4% | 8% | -4%
O=C(NCc1ccco1)C(c1ccc(F)cc1)N(C(=O)Cc1cccs1)c1cccnc1 (stereo unspecified) | 0% | 1% | -7% | 5% | 1.5% | 0% | -1% | 3%
O=S(=O)(c1ccc(-c2cc(C(F)(F)F)on2)s1)N1CCN(c2ccc(F)cc2)CC1 | . | -4% | . | 2% | 10% | -4% | . | 1%
COC(=O)[C@@H]1C[C@@H]2CC[C@@H](O)C[C@@H]2N1Cc1ccc(C)s1 | -4% | -10% | . | 10% | 0.4% | -3% | 1% | 6%
CC(C)CCOc1cccc(OCC(=O)N(C)C2CCS(=O)(=O)C2)c1 (stereo unspecified) | 1% | 3% | -4%[46.1 µM] | -7% | -0.2% | -4% | -9% | 12%
Cc1ccccc1Nc1nnc(SCC(=O)Nc2ncc(C(F)(F)F)cc2Cl)s1 | -7% | -1% | 2% | 1% | 0.0% | 8% | -6% | 8%
CCc1ccccc1NC(=O)CN(C)C(=O)Cn1ncc(Cl)c(Cl)c1=O | -2% | 0% | -26% | -8% | -1.0% | -1% | 3% | -2%
O=C(Cn1c(CC(=O)N2CCOCC2)nc2ccccc21)Nc1ccc2c(c1)OC(F)(F)O2 | 4% | -13% | -5%[46.1 µM] | 6% | -3.6% | 4% | -1% | -6%
Cc1oc(-c2ccc(Cl)cc2)nc1CSc1nnc(C)n2c1cc1sccc12 | . | -14% | . | -7% | 7.2% | 0% | . | -8%
O=C(/C=C/c1ccccc1Cl)NCc1ccco1 | 6% | -16% | 5%[46.1 µM] | -22% | 1.0% | -2% | -4% | -8%
COC(=O)Cn1nnc(N2CCOCC2)n1 | 9% | -3% | -23% | -2% | 2.2% | -5% | 15% | 1%
Nc1nc(-c2ccc(Br)cc2)c(S(=O)(=O)c2ccccc2)s1 | -1% | ? | -34% | 3% | 0.1% | -3% | -4% | ?
Cc1ccc(-n2nc(C)c(C3C(C#N)=C(N)OC4=C3C(=O)CC(C)(C)C4)c2Cl)cc1 (stereo unspecified) | -2% | -17% | -7%[7.67 µM] | 6% | 1.5% | 3% | -3% | -12%
COc1ccc2[nH]cc(C(=O)N3CCCCC3)c(=O)c2c1 | -1% | 2% | -12%[46.1 µM] | -2% | -1.0% | -1% | 2% | -8%
NC(=O)CN1C(=O)C2CCCCN2C(=O)c2ccccc21 (stereo unspecified) | 0% | 2% | 1%[46.1 µM] | -12% | -5.5% | 1% | 7% | -1%

Another view of some results above.
Fields – aGal spleen mod | Tau fluor cs | NPSR antag | TRb-SRC2 inh | Epigenetic derep | TR SRC2 fluor cs | CBFb RUNX1 block | Tau fibril FP
Nc1nc(-c2ccc(Br)cc2)c(S(=O)(=O)c2ccccc2)s1
    -1% | ? | -34% | 3% | 0.1% | -3% | -4% | ?
CCc1nc(SCC(=O)OC(C)C)c2ccccc2n1
    4% | -3% | -50% | 1% | 1.7% | -4% | 1% | 0%
Cc1ccccc1Nc1nnc(SCC(=O)Nc2ncc(C(F)(F)F)cc2Cl)s1
    -7% | -1% | 2% | 1% | 0.0% | 8% | -6% | 8%
Cc1ccc(-n2ncc3c(NCCCOC(C)C)ncnc32)c(C)c1
    17% | ? | -27%[46.1 µM] | -1% | -1.1% | -3% | 12% | ?
Cc1oc(-c2ccc(Cl)cc2)nc1CSc1nnc(C)n2c1cc1sccc12
    . | -14% | . | -7% | 7.2% | 0% | . | -8%
COc1ccc(CNC(=O)C2CCCN2S(=O)(=O)c2ccc(C)cc2)cc1 (stereo unspecified)
    10% | 2% | -2%[46.1 µM] | -6% | -1.1% | -3% | -6% | 0%
